# Giardia kill: Giardia lamblia killing; Giardia lamblia trophozoite viability; activity change, % at 7.66 µM, hits read low; hit rate 0.15% among 340,000; AID 540267; in the data active = activity change below about -80%; inconclusive = between about -30% and that limit;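 also: parasites exposed to compound for two days anaerobically before the ATP read; % is scaled to controls: 0 for no effect and ±100 for the full control effect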
#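 Each well holds 100 Giardia trophozoites and compound. After two days (48 hrs) at 37 deg C in anaerobic conditions, ATP is quantified by luminescence.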
# Coupling enz: coupling enzyme interference in Giardia aldolase counter-screen | coupling enzyme system counterscreen, AmpLite Red fluorescence | activity change, negative = inhibition, % at 58.2 µM, hits read low | hit rate 0.67% among 290,000 | AID 2472; in the data active = activity change below about -30%; also: % is scaled to controls: 0 for no effect and ±100 for the full control effect
#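 Counterscreen lacking aldolase: glyceraldehyde-3-phosphate coupling-enzyme reagent preincubated 10 min at RT with compound (at 57.5 uM final), then substrate/coupling system with AmpLite Red added; fluorescence read at 525/598 nm after 20 min RT.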
# TRPV1 agonist: human TRPV1 agonism. activation, % at 8.33 µM. TRPV1-expressing cells, Fluo-8 calcium influx, agonist mode. hit rate 0.19% among 320,000. Q8NER1; in the data active = activation above about 80%; inconclusive = between about 30% and that limit; also: 0% is about no effect
#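 TRPV1-expressing cells were cultured overnight at 35.5C and loaded with Fluo-8 calcium dye for 40 to 90 min at room temperature. After a 10 s baseline, compound was added and calcium influx was read kinetically for 3 min (ex 480/em 520 nm).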
# PKM2 activator: activators of human pyruvate kinase M2; Potency, µM (doses to about 57.5 µM), for inactives: at the highest dose activation, usual class: activators; purified PKM2, Kinase-Glo ATP luminescence, activation; response scale: 0% is enzyme alone, no compound; P14618; hit rate 0.34% among 260,000; also: potency is read from the fitted curve at half-maximal effect; % is scaled to controls: 0 for no effect and ±100 for the full control effect; nearly all actives have a fitted effect of over 55% in size
# Target sequence (P14618 whole entry, looked up): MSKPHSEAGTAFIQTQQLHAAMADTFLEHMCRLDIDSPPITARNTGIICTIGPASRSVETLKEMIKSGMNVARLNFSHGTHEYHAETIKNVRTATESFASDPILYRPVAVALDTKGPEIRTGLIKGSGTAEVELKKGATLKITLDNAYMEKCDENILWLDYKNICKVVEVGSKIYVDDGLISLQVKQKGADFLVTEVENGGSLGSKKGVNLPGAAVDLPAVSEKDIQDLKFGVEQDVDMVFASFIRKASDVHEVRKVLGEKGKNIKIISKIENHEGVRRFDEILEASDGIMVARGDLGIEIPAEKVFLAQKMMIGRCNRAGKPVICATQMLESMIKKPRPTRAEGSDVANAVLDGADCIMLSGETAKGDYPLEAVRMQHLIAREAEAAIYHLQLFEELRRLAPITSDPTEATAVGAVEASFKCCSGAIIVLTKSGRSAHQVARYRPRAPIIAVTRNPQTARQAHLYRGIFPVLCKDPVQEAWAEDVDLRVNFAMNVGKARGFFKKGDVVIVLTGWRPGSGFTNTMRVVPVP
#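 Kinase-Glo luminescence reports ATP generated from ADP (0.1 mM) and PEP (0.5 mM) by purified hPK-M2 after 1 h at room temperature, pH 7.2 imidazole buffer; intermediate enzyme activity allows detecting inhibitors and activators.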
# GALK inhibitor: blocks human galactokinase activity; AID 1868; Purified GALK, Kinase-Glo residual ATP luminescence; hit rate 0.007% among 270,000; Potency, µM (doses to about 57.5 µM), for inactives: at the top dose activity change, negative = inhibition, actives largely listed as inhibitors; P51570; also: potency is read from the fitted curve at half-maximal effect; % is scaled to controls: 0 for no effect and ±100 for the full control effect
# Target sequence (P51570 whole entry, looked up): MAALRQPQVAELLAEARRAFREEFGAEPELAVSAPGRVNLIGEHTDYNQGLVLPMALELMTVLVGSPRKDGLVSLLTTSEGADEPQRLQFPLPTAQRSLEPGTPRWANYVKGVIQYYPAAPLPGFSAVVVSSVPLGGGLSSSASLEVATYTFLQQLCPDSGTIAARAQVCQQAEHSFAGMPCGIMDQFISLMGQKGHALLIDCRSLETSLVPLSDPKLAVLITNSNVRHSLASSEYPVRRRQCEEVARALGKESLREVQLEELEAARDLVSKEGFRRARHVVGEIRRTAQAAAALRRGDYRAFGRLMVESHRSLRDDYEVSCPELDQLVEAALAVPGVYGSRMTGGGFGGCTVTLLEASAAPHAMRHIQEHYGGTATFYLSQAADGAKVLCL
#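 ATP-depletion format; final 35 uM ATP, 100 uM D-galactose, 5 nM enzyme; pH 8.0 HEPES/Mg2+ buffer; 60 min RT; luminescence read 10 min after detection reagent.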
# hERG WT inh: blocks the wildtype human KCNH2 potassium channel | Q12809 | U2OS, BacMam KCNH2, thallium flux FluxOr; hits give low values | activity change, % at 1.84 µM | hit rate 0.37% among 340,000 | AID 720551;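 active = maximum activity change below -70%; inconclusive = maximum activity change between -70% and -50%; inactive = maximum activity change above -50%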; also: % is scaled to controls: 0 for no effect and ±100 for the full control effect
#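 U2OS cells transduced with wild-type KCNH2 virus are loaded with FluxOr dye for 45 min, and thallium flux is measured in kinetic reads before and after stimulation buffer. Rate constants are normalized to DMSO controls.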
# CXXC DNA block: blocks binding of human MLL CXXC domain to DNA; Q03164; MLL-CXXC / FITC-HOXA9 DNA fluorescence polarization; Potency, µM (top dose mostly 115 µM), without a hit: at the top dose activity change, negative = inhibition, usual class: inhibitors; hit rate 0.037% among 290,000; active = well fitted inhibition curve with a large enough effect in the polarisation, with a control signal flat, not every such curve was filed as active; inconclusive = small, poorly fitted or top-dose-only effect, or effect the other way, or a change in a side signal; inactive = no such curve, though single readings can be large or run the other way; the % refers to the polarisation; also: potency is read from the fitted curve at half-maximal effect
#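 Purified MLL-CXXC (added from a 7 uM solution) was preincubated 5 min at ambient with pinned compounds in 50 mM Tris-HCl pH 7.5, 50 mM NaCl, 1 mM DTT, 0.05% BSA. Fluorescein-labeled HOX-A9 DNA (50 nM solution) followed, 30 min, then polarization read.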
# Menin MLL FP TR: displaces Texas Red mutant MLL peptide from human menin; AID 1768; Menin + Texas Red MLL mutant peptide, fluorescence polarization; Potency, µM (series often up to 61.6 µM), inactives show top-dose FP activity change, negative = inhibition, usual class: inhibitors; hit rate 0.23% among 270,000; O00255; active = well fitted inhibition curve with a large enough effect in the polarisation, with a control signal flat, not every such curve was filed as active; inconclusive = small, poorly fitted or top-dose-only effect, or effect the other way, or a change in a side signal; inactive = no such curve, though single readings can be large or run the other way; the % refers to the polarisation; also: potency is read from the fitted curve at half-maximal effect; % of control where 0% means no effect; many of its hits are not listed in these tables
# KCNH2 3.1 block: blocks the human KCNH2 3.1 channel isoform. hit rate 0.95% among 340,000. U2OS KCNH2 3.1, thallium flux FluxOr; hits give low values. activity change, % (tested at about 1.8 µM);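 active = maximum activity change below -70%; inconclusive = maximum activity change from -70% to -50%; inactive = maximum activity change above -50%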;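 also: thallium influx rate constant from kinetic fluorescence after stimulation buffer; % is scaled to controls: 0 for no effect and ±100 for the full control effect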
#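 U2OS cells transduced with KCNH2 3.1 mutant virus (1.77 x 10^8 /mL, 4 h), plated overnight at 37 C, loaded 45 min with FluxOr dye plus Red40 quencher. Thallium flux rate constant from kinetic reads after stimulation buffer, normalised to controls.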
# USP2a block: USP2a (human) protease inhibition | USP2 core, Ub-CHOP2 coupled fluorogenic reporter, 485/531 | Potency, µM (series often up to 38.3 µM), without a hit: at the highest dose activity change, negative = inhibition, hits mostly inhibitors | hit rate 0.01% among 330,000 | AID 463254;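 also: potency is read from the fitted curve at half-maximal effect; plate controls were DMSO wells for no effect and full inhibition by NEM control for full effect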
#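 Deubiquitinase activity read as fluorescence (485/531 nm) after Ub-CHOP2 cleavage activates the enterokinase reporter on its substrate; USP2 core 10nM, Ub-CHOP2 and substrate 25nM each, 30min compound preincubation then 60min RT; data normalized to NEM, curves fitted.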
# B2AR arrestin: agonists driving beta-arrestin recruitment to human beta2-adrenergic receptor. hit rate 0.02% among 330,000. beta-arrestin recruitment to beta2AR, cell-based reporter. Potency, µM (top dose mostly 46.1 µM), for inactives: top-dose activation, usual class: activators. P07550;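 also: potency is read from the fitted curve at half-maximal effect; 0% = DMSO controls and full agonism = EC100 isoproterenol or metaproterenol; nearly all actives have a fitted effect of over 65% in size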
# The depositor's hits bear a star; u = inconclusive; x = no result given; [ ] = remark or other dose. Unless noted, calls follow the shape of the dose curve; as a rule, active = well fitted curve in the direction sought with a large enough effect; inconclusive = small, poorly fitted or top-dose-only effect, or another doubt; inactive = no such curve, though single readings can be large; an effect the other way counts as inactive or inconclusive. A portion of the library; the hit share may differ from the screen's.
SMILES,Giardia kill,Coupling enz,TRPV1 agonist,PKM2 activator,GALK inhibitor,hERG WT inh,CXXC DNA block,Menin MLL FP TR,KCNH2 3.1 block,USP2a block,B2AR arrestin
CC(C)CSc1oc(-c2ccco2)nc1S(=O)(=O)c1ccccc1,-10,1,10,6%,0%,-1,-11%,x,-3,-2%,-0.6%
Cn1c(=O)c2cc(S(=O)(=O)NC(C(=O)Nc3cccnc3)c3ccccc3)ccc2n(C)c1=O (stereo not given),-6,-1,-2,-3%,3%,1,2%,-4%,8,-2%,-1.5%
O=C(Cn1c(=O)sc2ccccc21)Nc1ccc(O)cc1,2,0,-9,-9%,-2%,-6,7%,u,7,-3%,-0.2%
COc1ccc(C(C)=O)cc1Cn1cnc2c(cnn2C)c1=O,34[activator],1,-1,-1%,-1%,-9,15%,x,-23,1%,-0.4%
CC(=O)N(C)c1ccc(OCC(O)COc2ccc(N(C)C(C)=O)cc2)cc1,2,0,0,4%,1%,28,-3%,19%,-3,0%,-0.3%
O=C1c2ccccc2C(=O)N1CC1=NCCc2ccccc21,6,-4,-2,11%,x,-2,7%,-5%,-3,4%,-1.7%
CCCCN(CC(=O)Nc1cccc(S(=O)(=O)N2CCCC2)c1)Cc1nc2ccccc2c(=O)[nH]1,-2,x,27,x,x,-5,x,x,0,6%,0.7%
O=C(CCN1C(=O)c2ccccc2S1(=O)=O)Nc1ccccc1F,11,1,-2,-1%,-2%,14,6%,10%,8,2%,6.9%
Cc1ccccc1C(=O)Nn1cnc2ccccc2c1=O,4,7,11,-9%,0%,-5,u,4%,1,1%,-0.8%
Cc1ccc(N(CC(=O)NCc2ccco2)C(=O)CCC(=O)Nc2ccccn2)cc1C,3,6,-2,0%,4%,-2,-2%,-7%,6,1%,0.0%
CCN(CC)CCCN(C(=O)c1ccco1)c1nc(-c2ccc(C)cc2)cs1,31[activator],-1,0,-6%,10%,-47,16%,u,-94*,1%,-0.5%
Cc1occc1C(=O)N1CCCC(CCC(=O)NCc2ccc(F)c(F)c2)C1 (stereo not given),-10,2,10,14%,0%,-9,1%,13%,15,0%,-0.7%
Cn1c(CCC(=O)O)nc2cc(S(=O)(=O)N3CCCCC3)ccc21,-3,x,4,x,x,-20,x,x,-19,-2%,0.1%
CCN(CC)S(=O)(=O)c1ccc(/C=C/C(=O)Nc2ccc(F)c(F)c2F)cc1,21,0,u,-1%,0%,-12,29%,4%,21,2%,-0.9%
O=C(CCNS(=O)(=O)c1ccc(Br)cc1)NCc1ccco1,-1,x,-2,x,x,6,x,x,-4,-1%,-0.2%
COc1ccc(-c2cc3ccc(OCc4nn[nH]n4)cc3oc2=O)cc1OC,1,-3,x,-7%,1%,3,25%,-4%[11.7 µM],-10,-2%,0.1%
COc1ccc(C(C(=O)NCc2ccccc2)N(Cc2ccco2)C(=O)c2snc(C(N)=O)c2N)cc1OC (stereo not given),3,-1,3,1%,11%,-10,-8%,5%,13,3%,0.2%
CCOC(=O)N1CCC(NC(=O)C2CCN(S(=O)(=O)c3cccs3)CC2)CC1,-14,6,-1,4%,4%,7,1%,2%,17,1%,-0.9%
CN(c1cccc(NC(=O)CCSc2ccccc2)c1)S(C)(=O)=O,1,-1,u,17%,0%,-22,-3%,-4%,1,0%,0.0%
O=C1CCc2cc(S(=O)(=O)N3CCN(c4cccc(C(F)(F)F)c4)CC3)ccc2N1,-19,3,u,-3%,0%,-39,15%,23%,u,2%,-0.5%
CCc1ccc(N2C(=O)CC(c3ccc(F)cc3)C3=C2COC3=O)cc1 (stereo not given),x,-2,2,x,2%,x,0%,5%,x,8%,0.1%
Cc1ccc2c(c1)sc(=NC(=O)c1cccs1)n2C,u,-4,10,-13%,10%,-1,4%,u,-19,3%,-1.2%
Cc1ccc(C(C)C)c(OCC(=O)NNC(=O)CC2OC(=O)c3ccccc32)c1 (stereo not given),6,x,u,x,x,12,x,x,-16,-1%,0.2%
CN(CCc1ccccn1)C(=O)Nc1cc(Cl)cc(Cl)c1,9,2,9,0%,-1%,7,-2%,x,-18,2%,0.5%
COc1cc(-c2cc(C(=O)Nc3cc(S(=O)(=O)N4CCOCC4)ccc3C)c3ccccc3n2)cc(OC)c1OC,11,x,-1,x,x,2,x,x,-5,0%,0.5%
CC(C)(O)[C@H](O)Cc1cc2ccc(=O)oc2cc1O[C@@H]1O[C@H](CO)[C@@H](O)[C@H](O)[C@H]1O,2,x,x,x,x,5,x,x,22,6%,-0.1%
CCOC(=O)CCc1c(C)c(C#N)c2nc3ccccc3n2c1-n1cnc2ccccc21,17,4,-1,3%,1%,1,6%,-2%,18,2%,-0.3%
O=C(Nc1ccc(F)cc1)C1CCCN(C2=NS(=O)(=O)c3ccccc32)C1 (stereo not given),4,x,2,x,x,17,x,x,-2,-1%,0.2%
O=C(NCCCN1CCCC1=O)C1CCN(S(=O)(=O)N2CCOCC2)CC1,1,1,-2,-1%,2%,14,-5%,22%,1,0%,-1.2%
CN1CCc2c(sc(NC(=O)c3ccc(S(=O)(=O)N4CCCC4)cc3)c2C(N)=O)C1,-3,x,0,-5%,-4%,-26,65%[activator],x,-11,3%,0.0%
CCOc1cc(Br)cc(/C=N/NC(=O)c2cccnc2)c1O,-25,-1,2,-1%,-1%,-11,23%,u,14,2%,-0.1%
Cc1ccc2c(c1)N(CC(=O)NCc1cccs1)C(=O)CO2,12,0,3,-3%,0%,2,4%,-13%,-9,1%,-0.1%
COC(=O)c1c(C(=O)OC)c(-c2ccc(C)cc2)n2c1CS(=O)(=O)C2,-6,-1,11,-3%,2%,-14,16%,-5%,14,-4%,-0.3%
CNC(=S)NNC(=O)Cn1ccc(C)n1,-1,4,-3,2%,2%,-11,2%,10%,12,x,x
CN[C@@H](C)C(=O)NC[C@H]1O[C@@H](n2cnc3c(N)ncnc32)[C@H](O)[C@@H]1O,17,x,x,x,x,-4,x,x,17,5%,-0.3%
O=C(CSc1ccccc1F)NC1CCS(=O)(=O)C1 (stereo not given),-4,0,3,-7%,0%,-13,-2%,6%,-6,3%,0.1%
COc1ccc(Cl)cc1-c1n[nH]c(=S)n1Cc1ccccc1,10,-1,-1,-1%[11.5 µM],-2%,3,-8%,-5%,-12,3%,-0.3%
CCOC(=O)c1ccc(N=Cc2nc3ccccc3n2C)cc1,13,-1,-1,-1%,0%,-5,7%,6%,24,2%,0.3%
O/N=C(\c1ccccc1)c1nccc2ccccc12,-1,-1,4,x,-2%,-18,-2%,3%,7,-1%,0.1%
Nc1nc(SCc2ccc(F)cc2)n[nH]1,3,-1,-1,1%,2%,-13,-2%,0%,-5,-1%,0.3%
Cn1c(N)c(C(=O)COC(=O)c2ccc(Cl)c(S(=O)(=O)N3CCCCC3)c2)c(=O)n(C)c1=O,-13,4,-2,7%,0%,-9,-2%,4%,5,-9%,-0.2%
CC1CN(CCCOc2ccccc2-c2ccccc2)CC(C)O1 (stereo not given),-17,1,11,0%,1%,29,10%,-13%,-28,6%,-0.1%
COc1ccc(C(=O)COC(=O)/C=C/c2ccc(S(=O)(=O)Nc3cccc(S(N)(=O)=O)c3)cc2)cc1,-5,0,0,7%,-6%,-12,0%,u,-4,-1%,0.5%
CC1(C)Cc2c(C#N)c(N3CCN(C(=O)c4ccco4)CC3)nc(-c3ccco3)c2CS1,-7,1,-2,u,-3%,14,-5%,u,-4,u,-0.4%
O=C(Nc1ccc(N2CCOCC2)cc1N1CCOCC1)c1ccc(Cl)cc1,-3,5,4,2%,-4%,-2,-3%,-3%,-2,3%,0.3%
CCCCCN1C(C)=CC(=C(C#N)C#N)C=C1C,17,2,3,4%,-3%,9,1%,-11%,4,0%,-1.7%
CC(/C=N/NC(=O)Cn1cnc2c1c(=O)n(C)c(=O)n2C)=C\c1ccco1,-2,-28,-1,4%,0%,6,-18%,x,-1,2%,-0.4%
C(=N\Nc1ccccn1)/c1cccnc1,-7,1,-2,2%,3%,6,-2%,15%,3,3%,-0.2%
COC(=O)c1cn(NC(=O)C2CCCO2)c(=O)c2ccccc12 (stereo not given),-9,3,-6,1%,0%,-5,6%,-6%,-11,1%,3.6%
Cc1ccc(NC2CCCN(C(=O)c3cc4ncccn4n3)C2)cc1C (stereo not given),-9,x,-1,x,-1%,15,1%,x,-8,-8%,-0.1%
O=C(Nc1ccccc1Cl)N1CCn2c(nc3ccccc32)C1,0,-4,19,-8%,-1%,5,-8%,1%,2,-1%,-0.1%
